Source: PubChem
rmGlu8 calcium flux: rat mGlu8 modulation via Gqi9 calcium signal, confirmation, counter-screen for GIRK activator project, cell-based, HEK293 rmGlu8, Gqi9 chimera; HEK293 rmGlu8/Gqi9 calcium flux, Fluo-4 fluorescence; glutamate at EC20 added after compound; calls only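 (single compound addition from 20 µM solution with 0.2% DMSO)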; 2,100 tested, 4% active;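 active = calcium fluorescence trace judged by eye to show a response, as agonist, enhancer of the glutamate response, or inhibitor; inactive = trace judged by eye to show no response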
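Material: rat mGlu8 HEK-293 cells with transient Gqi9. Medium: HEPES-buffered HBSS, pH 7.4. Compound: one dose, 20 µM addition solution, 0.2% DMSO. Schedule: compound 4 min before glutamate, then 2 min recording. Technique: Fluo-4 calcium fluorescence sampled at 1 Hz.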
Calls only; i = inactive; + = active, no number. Only part of the results is shown, so the mix of outcomes need not match the whole.

The first five compounds as a preview:
nr	compound	rmGlu8 calcium flux
1	COc1ccc(C)cc1S(=O)(=O)Nc1cccc(Cl)c1Cl	i
2	CCOC(=O)c1cccc(-n2c(C)cc(C=O)c2C)c1	i
3	CCc1cc(-c2n[nH]c(C)c2-c2nc3ccccc3n2C)c(O)c(CN2CCN(C)CC2)c1O	i
4	CC(C)N(Cc1nc(-c2ccccc2)no1)C(=O)CSc1ccccc1	i
5	Cc1ccc(/C(O)=C2\C(=O)C(=O)N(c3cc(C)on3)C2c2cccc(Br)c2)cc1 (stereo not given)	i

All compounds of this part, from the first entry:
nr	compound	rmGlu8 calcium flux
1	COc1ccc(C)cc1S(=O)(=O)Nc1cccc(Cl)c1Cl	i
2	CCOC(=O)c1cccc(-n2c(C)cc(C=O)c2C)c1	i
3	CCc1cc(-c2n[nH]c(C)c2-c2nc3ccccc3n2C)c(O)c(CN2CCN(C)CC2)c1O	i
4	CC(C)N(Cc1nc(-c2ccccc2)no1)C(=O)CSc1ccccc1	i
5	Cc1ccc(/C(O)=C2\C(=O)C(=O)N(c3cc(C)on3)C2c2cccc(Br)c2)cc1 (stereo not given)	i
6	CCC(C)c1ccc(NC(=S)Nc2ccc(OC)c(OC)c2)cc1 (stereo not given)	i
7	O=C(NC(=S)N1CCCCC1)c1cccs1	i
8	Cn1c(=O)c2c(nc3sccn32)n(C)c1=O	i
9	Cc1[nH]n(-c2ccc(Cl)cc2)c(=O)c1/C=N/c1nnc(-c2ccccc2)s1	i
10	CCCC1COC(Cn2cncn2)(c2ccc(C)cc2)O1 (stereo not given)	i
11	CCCCOc1ccccc1C1C(C(=O)OC)=C(C)N(C)C(C)=C1C(=O)OC	i
12	Cc1ccc2nc(NCc3ccccc3)[nH]c2c1	i
13	CCOC(=O)C(CC)Sc1nnc(COc2ccc(C)cc2)n1-c1ccccc1 (stereo not given)	i
14	CCCCn1c(SCC(=O)Nc2ccc(OC)cc2)nc2ccc(N3CCOCC3)cc2c1=O	i
15	NC(=O)SCC(=O)Nc1ccc(Cl)cc1	i
16	CC1(C)Cc2ccccc2-c2nnc(SCC(=O)Nc3nc4ccccc4s3)n21	i
17	Cc1cccc(C(=O)NC(=S)NNC(=O)c2ccc(Cl)cc2)c1	+
18	OCCCN=c1cc(-c2ccccc2)oc2ccc(Cl)cc12	i
19	Cc1cc(C)nc(N2CCCC(C(=O)NCCc3ccc(F)cc3)C2)n1 (stereo not given)	i
20	C=CCN(CC=C)C(=S)NC(=O)/C=C/c1ccc(C)cc1	i
21	CCC1Oc2ccc(C)cc2N(CC(=O)N(Cc2ccc(C)o2)C2CCCC2)C1=O (stereo not given)	i
22	CC(=O)c1cccc(NC(=S)NC(=O)c2cccc(C)c2)c1	i
23	CCN(CC)CCN1C(=O)c2oc3ccccc3c(=O)c2C1c1ccccc1 (stereo not given)	i
24	CCCCc1ccc(NC(=S)Nc2cccnc2)cc1	i
25	Cc1cccc(NC(=O)NC(=S)NC(=O)c2ccccc2)c1	i
26	CC1CCCCN1CCCn1c(=S)[nH]c2ccccc2c1=O (stereo not given)	i
27	CC1CCCCC1NC(=S)Nc1ccc(SC(F)F)cc1 (stereo not given)	i
28	CCc1cc(C(=O)NNC(=S)Nc2cc(C)ccc2C)cs1	i
29	Cc1cccc(/C=C/C(=O)c2cc(Br)ccc(=O)c2O)c1	i
30	O/N=C/c1cc(Cl)ccc1OCc1cccc2ccccc12	i
31	CCCCCNc1nc(-c2ccccc2)cs1	i
32	O=C(O)CCC(=O)NC1CCCCCCC1	i
33	Cc1ccc(-n2nnnc2-c2nc3ccccc3s2)cc1	i
34	COc1ccc(C(=O)NC(=S)N(Cc2ccccc2)Cc2ccccc2)cc1	i
35	O=C(COc1ccc(Cl)cc1Cl)Nc1noc2ccccc12	i
36	COc1cc(OC)c(NC(=O)CCNC(=O)Cn2cnc3ccccc3c2=O)cc1Cl	i
37	CCn1c(SCC(=O)Nc2oc(-c3ccccc3)c(-c3ccccc3)c2C#N)nnc1-c1ccco1	i
38	O=C(COc1ccccc1)NC(=S)Nc1ccc2c(c1)Cc1ccccc1-2	i
39	Cc1ccc(Cn2c(SCC(=O)NCC3CCCO3)nc3c(sc4ccccc43)c2=O)cc1 (stereo not given)	i
40	CC1(C)CC(=O)C2=C(C1)NC(SCC(=O)Nc1ccccc1)=C(C#N)C2c1ccco1 (stereo not given)	i
41	CCC1=NN(C(=O)c2cccc(Br)c2)C(O)(c2ccc(Br)cc2)C1 (stereo not given)	i
42	COc1ccc(NC(=O)C(=O)NNC(=O)c2cccs2)c(OC)c1	i
43	C=CCOc1ccc(/C(O)=C2/C(=O)C(=O)N(CCCN3CCOCC3)C2c2ccccc2)cc1 (stereo not given)	i
44	CN(C)S(=O)(=O)c1ccc(C(=O)Nc2nnc(-c3ccc4c(c3)CCCC4)o2)cc1	i
45	Cc1ccc(C(=O)N/N=C(/CC(=O)c2cccs2)C(F)(F)F)cc1	+
46	CCOc1ccc2nc(/N=C/c3c(C)[nH]n(-c4ccc(C)cc4)c3=O)sc2c1	i
47	N#CC1=C(N)SC(N)=C(C#N)C1c1c(Cl)cccc1Cl	i
48	O=C1c2ccsc2SCCN1Cc1c(Cl)cccc1Cl	i
49	COc1ccc(N(CC(=O)NCCSc2ccccn2)S(C)(=O)=O)cc1Cl	i
50	O=C(NC(=S)Nc1ccc2oc(-c3cccnc3)nc2c1)c1cccc(Cl)c1	i
51	CC(C)N(C(=O)CSc1ncnc2sc(-c3ccccc3)cc12)C(C)C	i
52	COC(=O)C1=NN(C(=O)c2ccc(C)cc2)C(O)(c2ccc(Cl)cc2)C1 (stereo not given)	i
53	SC(COCc1ccccc1)CN1CCN(Cc2ccc3c(c2)OCO3)CC1 (stereo not given)	i
54	O=C(CC(=O)c1cc(Cl)ccc1O)c1ccccc1	i
55	Cc1ccccc1C(=O)NC(=S)Nc1sc2c(c1C#N)CCCC2	i
56	COC(=O)c1ccccc1NC(=S)NC(NC(=O)c1ccco1)C(Cl)(Cl)Cl (stereo not given)	i

(next part)
nr	compound	rmGlu8 calcium flux
57	COc1cccc(C(=O)NC(=S)N2CCN(c3ccc(C(F)(F)F)cc3[N+](=O)[O-])CC2)c1	i
58	O=C(Cc1ccccc1)N/N=C/c1cccn1-c1ccc([N+](=O)[O-])cc1	i
59	Cc1ccc(OCC(=O)N/N=C\c2ccc(-c3cccc(C(=O)O)c3)o2)c(C)c1	i
60	Clc1ccc2c(c1)C(N1CCNCC1)Cc1ccccc1S2 (stereo not given)	i
61	O=C(CSc1nc2ccc(Cl)cc2[nH]1)Nc1ccc2c(c1)CCC2	i
62	CCCC1=C(C(=O)OCC)C(c2ccc(F)cc2)n2ncnc2N1 (stereo not given)	i
63	N#CCN1C(=S)N=C(Nc2cccc(Cl)c2)C12CCCCC2	i
64	O=C(/C=C/c1ccc(Cl)cc1)NC(=S)NN1CCCCC1c1cccnc1 (stereo not given)	i
65	Cc1ccccc1/C=c1\s/c(=C\C(=O)C(C)(C)C)[nH]c1=O	i
66	CC1CC(C)CN(CCCn2c(=S)[nH]c3ccccc3c2=O)C1 (stereo not given)	i
67	CCOC(=O)C1=C(C)Nc2nnnn2C1c1ccccc1Cl (stereo not given)	i
68	N#C/C(=C/c1ccc(N2CCOCC2)o1)c1nc2ccccc2[nH]1	i
69	O=C(NC(=S)N1CCN(c2c(Cl)cccc2[N+](=O)[O-])CC1)c1cccs1	i
70	S=C(Nc1ccc(Cl)cc1Cl)Nc1ccccc1Oc1ccccc1	i
71	Fc1ccccc1CNC(=S)Nc1ccc(Cl)cc1	i
72	CCCC(=O)n1nc(-c2ccccc2)nc1N	i
73	Cc1cccc2cc(/C=C3\N=C(c4ccccc4)OC3=O)c(N3CCOCC3)nc12	i
74	Fc1ccc(NC(=S)NCc2ccccc2Cl)cc1	i
75	Cc1oc(-c2cccc(Cl)c2)nc1CN1CCCC(C(=O)NCc2ccco2)C1 (stereo not given)	i
76	Cc1ccnc(NC(=S)NC(=O)c2cccs2)c1	i
77	N#CC1=C(N)Oc2n[nH]c(-c3cccs3)c2C1c1ccco1 (stereo not given)	i
78	CC(C)CN(C(=O)COC(=O)Cc1n[nH]c(=O)c2ccccc12)C1CCS(=O)(=O)C1 (stereo not given)	i
79	CC1CCc2c(sc(NC(=O)C(=O)NCc3ccco3)c2C#N)C1 (stereo not given)	i
80	CCc1cccc(NC(=O)CCSCCC(=O)Nc2cccc(CC)c2)c1	i
81	Oc1cccc(Nc2nc(NCC3CCCO3)c3ccccc3n2)c1 (stereo not given)	i
82	Cc1ccnc(NC(=S)NC(=O)/C=C/c2ccco2)c1	i
83	COc1cc(CNc2ccc(N3CCCC3)cc2)ccc1OCc1ccccc1	i
84	CCOC(=O)c1sc(NC(=S)NC(=O)c2ccco2)nc1C	i
85	CC1=NN(c2ccccc2)C(=O)/C1=C\c1c(C)[nH]n(-c2ccccc2)c1=O	i
86	COc1ccccc1N1CCN(Cc2cc(Br)c(O)c3ncccc23)CC1	i
87	Cc1cc(C)c(NC(=O)/C(=C/c2ccco2)c2ccccc2)c(C)c1	i
88	Cc1sc2nc(CN3CCCC3)nc(N3CCN(S(=O)(=O)c4cccs4)CC3)c2c1C	i
89	Cc1cccc(C)c1NC(=S)NC(=O)CCc1ccccc1	i
90	CSc1cccc(NC(=O)CN(c2ccccc2)S(=O)(=O)N(C)C)c1	i
91	COC(=O)c1onc(C(=O)c2ccccc2)c1C(=O)OC	i
92	C/C(CC(O)c1ccc2ccccc2n1)=N/O (stereo not given)	i
93	O=C(CC(=O)c1ccccc1O)c1cccc(F)c1	i
94	O=S(=O)(Nc1ccc(S(=O)(=O)Nc2cccc3ccccc23)cc1)c1ccccc1	i
95	Cc1cccc(S(=O)(=O)NC(Cc2c[nH]c3ccccc23)C(=O)O)c1 (stereo not given)	i
96	C#CCSc1nnc(-c2cccc3ccccc23)o1	i
97	CCSc1ccccc1C(=O)Nc1cccnc1	i
98	O=C(CSc1nc(O)cc(=O)n1-c1ccccc1)N1CCCCC1	i
99	CCc1ccc(/C=C/C(=O)c2cc(Br)ccc(=O)c2O)cc1	i
100	COC(=O)c1ccccc1NC(=S)NC(=O)COc1ccccc1	i
101	CCOC(=O)N1CCN(c2ccc3nnnn3n2)CC1	i
102	COc1cc(/C=C2\S/C(=N/S(=O)(=O)c3ccc(C)cc3)NC2=O)c([N+](=O)[O-])cc1OC	+
103	O=C(Nc1nnc(-c2ccc3c(c2)CCCC3)o1)C1COc2ccccc2O1 (stereo not given)	i
104	N#CC1=C(N)SC(N)=C(C#N)C1CCc1ccccc1	i

Overlap with the part before: 3 entries; new compounds follow.
nr	compound	rmGlu8 calcium flux
102	COc1cc(/C=C2\S/C(=N/S(=O)(=O)c3ccc(C)cc3)NC2=O)c([N+](=O)[O-])cc1OC	+
103	O=C(Nc1nnc(-c2ccc3c(c2)CCCC3)o1)C1COc2ccccc2O1 (stereo not given)	i
104	N#CC1=C(N)SC(N)=C(C#N)C1CCc1ccccc1	i
105	O=C(CN1C(=O)c2cccc3cccc(c23)C1=O)N1CCN(c2ccccn2)CC1	i
106	O=C(COC(=O)C1CC2C=CC1C2)Nc1ccc2c(c1)OC(F)(F)O2 (stereo not given)	i
107	CC(C)(C)NC(=O)C(=O)NNC(=O)c1ccc(C(C)(C)C)cc1	i
108	COc1ccc(-n2ncc3c(NCc4cccs4)ncnc32)cc1	i
109	C(/C=C/C=C/Nc1ccccc1)=Nc1ccccc1	i
110	CCn1c(=O)c(C(=O)NCCCO)c(O)c2ccccc21	+
111	c1ccc2c(Nc3nnc(-c4ccncc4)s3)cccc2c1	i
112	Cc1cccc(N2C(N)=NC(N)=NC23CCCCC3)c1	i
113	O=C(Oc1c(Cl)cc(Cl)c2cccnc12)c1ccco1	i
114	Cc1[nH]c2ccccc2c1CN1CCc2ccccc2C1	i
115	O=C(NNC(=S)Nc1ccccc1)c1cccc(Br)c1	i
116	COC(=O)C(C)Sc1nc2c(c(=O)n(C)c(=O)n2C)n1Cc1cccc(C)c1 (stereo not given)	i
117	O=C(NC(=S)NCCc1ccccc1)c1ccccc1	i
118	CNC(=S)N/N=C(\C)c1ccc(Cl)s1	i
119	Oc1ccc2ccccc2c1N=Nc1ccccn1	i
120	O=C1C2C3C=CC(C3)C2C(=O)N1/N=C/c1cn(Cc2ccccc2)c2ccccc12 (stereo not given)	i
121	COc1ccc(NC(=O)CSc2nc3ccccc3c(=O)n2CCCN2CCCCC2)c(OC)c1	i
122	CCOc1ccc(NC(=O)Nc2cccs2)cc1	i
123	COC(=O)Nc1nc(C)c(C(=O)N(C)C)s1	i
124	O=C(Nc1nnc(-c2ccc(Cl)cc2)o1)C1=COCCO1	i
125	CC(=O)c1c(C)[nH]c(C(=O)CSc2ncnc3sc(-c4ccccc4)cc23)c1C	i
126	Cc1cc(C)n(-c2nnc(C)n2/N=C/c2ccccc2OCc2ccccc2Cl)n1	i
127	O=C(CC(=O)Nc1ccccn1)Nc1ccccn1	i
128	Cc1ccn2c(NC3CCCCC3)c(C(C)C)nc2c1	i
129	Cc1cccc(N=C2NC(=O)/C(=C/C=C/c3ccco3)S2)c1C	i
130	O=C1CS/C(=N\C(=O)N2c3ccccc3Sc3ccccc32)N1	i
131	CCCn1c(=N)n(CCOc2ccc(OC)cc2)c2ccccc21	i
132	CCOC(=O)c1c(-c2ccc(C)o2)csc1NC(=S)NC(=O)c1cccs1	i
133	NS(=O)(=O)c1ccc(S(=O)(=O)N2CCCC2)cc1	i
134	O=C(N/N=C(\c1ccccc1)c1cccnc1)C(O)(c1ccccc1)c1ccccc1	i
135	O=C(NC(NC(=S)Nc1ccc(Cl)cc1Cl)C(Cl)(Cl)Cl)c1cccc([N+](=O)[O-])c1 (stereo not given)	i
136	Cn1c(-c2sc3ccccc3c2Cl)n[nH]c1=S	i
137	Cc1cc(C)n(CC(=O)O)n1	i
138	O=C(NC1CC1)c1ccc(CSCc2cccc(F)c2)o1	i
